High-throughput results (PubChem)
Chronic BCR inh = qHTS Assay to Find Inhibitors of Chronic Active B-Cell Receptor Signaling; Potency, µM (titrated, usually from 46.1 µM), inactives show at the highest dose ratio change, negative = lower green/red ratio, hits mostly inhibitors; 340,000 compounds, 0.05% hits; ABC-DLBCL IkBa-CBG/CBR reporter, luminescence ratio, 4 h; active = well fitted inhibition curve with a large enough effect in the signal ratio, with a control signal flat, not every such curve was filed as active; inconclusive = small, poorly fitted or top-dose-only effect, or effect the other way, or a change in a side signal; the % refers to the signal ratio;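 note: potency is the fitted concentration of half-maximal effect; plate controls were basal doxycycline-induced cells for no effect and cells given 10 µM MG132 for full effect; MG132 reads +100%, hits lower the ratio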
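Concentration-response series (up to 46 uM) were applied to TMD8 dual-reporter cells for 4 h at 37C with doxycycline. Green/red ratio, after filter-overlap correction, defined %Activity; red signal alone was normalised to basal cells and zero luminescence.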
PKM2 activator = qHTS Assay for Activators of Human Muscle isoform 2 Pyruvate Kinase. purified PKM2, Kinase-Glo ATP luminescence, activation; response scale: 0% is enzyme alone, no compound. Potency, µM (highest dose often 57.5 µM), for the others: top-dose activation, most hits filed as activators. 260,000 compounds, 0.34% hits. AID 1631, 2009. Pyruvate kinase PKM (Homo sapiens), P14618; note: potency is the fitted concentration of half-maximal effect; % is set by controls: 0 for no effect and ±100 for the full control effect; nearly all actives have a fitted effect of over 55% in size
Target sequence (P14618 whole entry, looked up, canonical isoform): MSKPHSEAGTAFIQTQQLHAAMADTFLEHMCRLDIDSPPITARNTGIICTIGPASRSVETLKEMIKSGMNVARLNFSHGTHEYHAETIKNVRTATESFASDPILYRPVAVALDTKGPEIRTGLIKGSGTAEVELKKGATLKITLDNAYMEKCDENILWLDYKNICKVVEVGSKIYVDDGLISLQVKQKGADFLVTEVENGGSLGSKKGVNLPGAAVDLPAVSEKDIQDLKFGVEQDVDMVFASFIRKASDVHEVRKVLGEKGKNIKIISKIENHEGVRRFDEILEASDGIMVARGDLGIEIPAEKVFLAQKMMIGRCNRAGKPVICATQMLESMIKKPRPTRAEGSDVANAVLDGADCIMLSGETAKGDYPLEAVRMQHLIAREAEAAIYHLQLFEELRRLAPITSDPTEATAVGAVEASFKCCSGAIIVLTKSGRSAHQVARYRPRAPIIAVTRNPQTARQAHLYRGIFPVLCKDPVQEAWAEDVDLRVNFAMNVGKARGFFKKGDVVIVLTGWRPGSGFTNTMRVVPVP
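Purified hPK-M2 (>95%) run at intermediate activity with 0.1 mM ADP and 0.5 mM PEP in 50 mM imidazole pH 7.2, KCl, MgCl2; 1 h room temperature. ATP formed read by Kinase-Glo luminescence; normalized to uninhibited and no-enzyme controls.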
Menin MLL FP TR = qHTS Assay for Inhibitors Targeting the Menin-MLL Interaction in MLL Related Leukemias: Competition With Texas Red Labeled MLL-derived Mutant Peptide; Menin + Texas Red MLL mutant peptide, fluorescence polarization; Potency, µM (highest dose often 61.6 µM), inactives show at the top dose FP activity change, negative = inhibition, hits mostly inhibitors; 270,000 compounds, 0.23% hits; AID 1768, 2009; active = well fitted inhibition curve with a large enough effect in the polarisation, with a control signal flat, not every such curve was filed as active; inconclusive = small, poorly fitted or top-dose-only effect, or effect the other way, or a change in a side signal; inactive = no such curve, though single readings can be large or run the other way; the % refers to the polarisation; note: potency is the fitted concentration of half-maximal effect; % of control where 0% means no effect; many of its hits are not listed in these tables
Target sequence (O00255 whole entry, looked up): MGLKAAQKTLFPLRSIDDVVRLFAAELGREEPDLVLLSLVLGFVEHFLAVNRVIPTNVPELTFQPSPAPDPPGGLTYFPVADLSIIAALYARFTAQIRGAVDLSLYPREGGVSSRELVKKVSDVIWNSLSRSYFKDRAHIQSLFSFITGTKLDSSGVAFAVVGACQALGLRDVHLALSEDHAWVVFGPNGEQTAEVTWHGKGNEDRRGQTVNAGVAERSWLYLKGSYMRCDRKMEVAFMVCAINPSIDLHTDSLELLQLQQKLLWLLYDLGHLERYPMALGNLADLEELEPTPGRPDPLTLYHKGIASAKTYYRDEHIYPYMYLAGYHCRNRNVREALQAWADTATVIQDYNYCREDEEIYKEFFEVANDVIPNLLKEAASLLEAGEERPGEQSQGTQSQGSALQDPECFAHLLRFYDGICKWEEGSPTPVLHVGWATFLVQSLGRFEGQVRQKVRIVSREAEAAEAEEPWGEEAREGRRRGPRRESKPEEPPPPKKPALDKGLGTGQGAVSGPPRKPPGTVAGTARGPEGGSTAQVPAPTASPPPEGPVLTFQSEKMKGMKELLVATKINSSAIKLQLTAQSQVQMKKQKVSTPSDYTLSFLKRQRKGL
Coupling enz = qHTS Assay for Inhibitors of Fructose-1,6-bisphosphate Aldolase from Giardia Lamblia: Coupling assay counterscreen; coupling enzyme system counterscreen, AmpLite Red fluorescence; activity change, negative = inhibition, % at 58.2 µM, hits read low; 290,000 compounds, 0.67% hits; AID 2472, 2010; in the data active = activity change below about -30%; note: % is set by controls: 0 for no effect and ±100 for the full control effect
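Final compound at 57.5 uM, incubated 10 min at RT with coupling enzyme reagent (glyceraldehyde-3-phosphate), then 20 min with substrate and AmpLite Red detection. Fluorescence read at 525/598 nm; tests interference with the coupling assay, not aldolase inhibition.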
S-ASM inh = Inhibitors of Secretory Acid Sphingomyelinase (S-ASM): qHTS. placental ASM, HMU-PC fluorogenic substrate, 60 min. Potency, µM (titrated, usually from 57.5 µM), without a hit: at the highest dose activity change, negative = inhibition, actives largely listed as inhibitors. AID 504937, 2011. 340,000 compounds, 0.006% hits. Sphingomyelin phosphodiesterase (Homo sapiens), P17405; note: potency is the fitted concentration of half-maximal effect
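Fluorescence read-out (Ex 386 nm, Em 447 nm) after stopping the reaction at pH 10. Enzyme: ASM from human placenta; substrate HMU-PC0, 9 uM final; 60 min, 37 °C. Compound preincubation 10 min, ambient temperature.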
GALK inh = qHTS Assay for Inhibitors of Human Galactokinase (GALK); P51570; Purified GALK, Kinase-Glo residual ATP luminescence; Potency, µM (highest dose often 57.5 µM), for the others: at the highest dose activity change, negative = inhibition, usual class: inhibitors; 270,000 compounds, 0.007% hits; AID 1868, 2009; note: potency is the fitted concentration of half-maximal effect; % is set by controls: 0 for no effect and ±100 for the full control effect
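Quantitative HTS: GALK 5 nM, ATP 35 uM, galactose 100 uM, 1 h room temperature, then luciferase-based ATP detection.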
Tb PFK block = qHTS Assay to Find Inhibitors of T. brucei phosphofructokinase | ATP-dependent 6-phosphofructokinase (Trypanosoma brucei brucei), O15648 | T. brucei PFK, ADP-Glo luminescence | Potency, µM (doses to about 57.5 µM), for inactives: at the highest dose activity, negative = inhibition, actives largely listed as inhibitors | 330,000 compounds, 0.17% hits | AID 485367, 2010;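 note: potency is the fitted concentration of half-maximal effect; 0% = uninhibited 1x PFK enzyme wells and -100% = no-enzyme wells; nearly all actives have a fitted effect of over 60% in size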
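Activity is normalized to no-enzyme wells (full inhibition) and 1.25 nM enzyme wells (no inhibition). Reaction: 0.5 mM F6P, 0.1 mM ATP, 45 min RT, ADP-Glo luminescence; concentration-response curves fitted and classed by quality.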
PTAP TSG101 blk = qHTS Assay for Iinhibitors of HIV-1 Budding by Blocking the Interaction of PTAP/TSG101; Potency, µM (doses to about 115 µM), inactives show at the top dose activity change, negative = inhibition, most hits filed as inhibitors; Fluorescence polarization, FITC-PTAP peptide / Tsg101 binding; 340,000 tested, under 10 active; Tumor susceptibility gene 101 protein (Homo sapiens), Q99816; AID 493005, 2010; active = well fitted inhibition curve with a large enough effect in the main read-out, with a control signal flat, not every such curve was filed as active; inconclusive = small, poorly fitted or top-dose-only effect, or effect the other way, or a change in a side signal; inactive = no such curve, though single readings can be large or run the other way; note: potency is the fitted concentration of half-maximal effect; % of control where 0% means no effect
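Fluorescence polarization binding of Tsg101 binding domain (10 uM final) to FITC-labeled PTAP peptide (50 nM final) in HEPES pH 7.5 buffer with NaCl, Tween 20, EDTA, TCEP. Compounds added before peptide; binding 20 min at RT.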
Giardia kill = Small Molecules that selectively kill Giardia lamblia: qHTS; Giardia lamblia trophozoite viability; activity change, % at 7.66 µM, hits read low; 340,000 compounds, 0.15% hits; AID 540267, 2011; in the data active = activity change below about -80%; inconclusive = between about -30% and that limit;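 note: parasites exposed to compound for two days anaerobically before the ATP read; % is set by controls: 0 for no effect and ±100 for the full control effect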
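Giardia trophozoites, 100 cells per well, were exposed to compounds for 48 hrs at 37 deg C under anaerobic conditions; viability was then read as ATP content by bioluminescence after 15-30 min at room temperature.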
a7 integrin act = qHTS for Activators of Integrin-Mediated Alleviation for Muscular Dystrophy. 350,000 compounds, 0.064% hits. alpha7betagal myoblasts, beta-gal FDG fluorescence, 48 h. Potency, µM (highest dose often 38.3 µM), inactives show top-dose activation, usual class: activators;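 note: potency is the fitted concentration of half-maximal effect; 100% = response of the positive control SU9516; nearly all actives have a fitted effect of over 60% in size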
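alpha7betagal+/- myoblasts (passage 13, 250/well) treated 48 h at 37C with compounds at 1:260 dilution of DMSO stock. Lysed, then beta-galactosidase activity read as FDG fluorescence (ex 480/em 540) after 30 min, with pre-read for autofluorescence.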
B2AR arrestin = qHTS assay of beta-arrestin-biased ligands of beta2-adrenergic receptor; beta-arrestin recruitment to beta2AR, cell-based reporter; Potency, µM (doses to about 46.1 µM), for inactives: top-dose activation, hits mostly activators; 330,000 compounds, 0.02% hits; AID 492947, 2010;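 note: potency is the fitted concentration of half-maximal effect; 0% = DMSO controls and full agonism = EC100 isoproterenol or metaproterenol; nearly all actives have a fitted effect of over 65% in size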
* = called active by the depositor; ? = inconclusive; · = not tested or not shown; [ ] = another dose, or the depositor's remark. Unless noted, calls come from the whole dose curve; as a rule, active = well fitted curve in the direction sought with a large enough effect; inconclusive = small, poorly fitted or top-dose-only effect, or another doubt; inactive = no such curve, though single readings can be large; an effect the other way counts as inactive or inconclusive. Only part of the results is shown; rates above refer to the full screens.

SMILES | Chronic BCR inh | PKM2 activator | Menin MLL FP TR | Coupling enz | S-ASM inh | GALK inh | Tb PFK block | PTAP TSG101 blk | Giardia kill | a7 integrin act | B2AR arrestin
O=C(C1CCN(S(=O)(=O)c2ccccc2)CC1)N1CCN(Cc2ccc3c(c2)OCO3)CC1 | 1% | -7% | -15% | 2 | 0% | 5% | ? | · | -1 | 2% | 0.3%
CC(C)(C)C(=O)Nc1cc2c3c(c1)CCC(=O)N3CCC2 | 0% | · | 8% | -1 | 0% | 1% | 0% | 0% | 4 | 4% | -0.1%
COc1ccc(C(=O)c2sc(Nc3ccc(NC(C)=O)cc3)nc2C)cc1 | ? | -5% | 13% | 3 | 9% | 4% | -3% | -2% | 15 | -2% | -1.0%
Cc1ccc(N2C(=O)CC(NCC3CCCO3)C2=O)cc1 (stereo unspecified) | -2% | 0% | -2% | -1 | 0% | 1% | 4% | 0% | -8 | -7% | -0.1%
NS(=O)(=O)c1ccc(CCNC(=O)c2ccc3nc4ccc(Cl)cc4c(=O)n3c2)cc1 | 11% | 3% | ? | -1 | 231%[activator] | 11% | 2% | -6% | 2 | -7% | 0.0%
COCCCNC(=O)c1ccc2c(c1)nc(C)n2-c1cccc(C)c1 | ? | · | -11% | 1 | -4% | -2% | 4% | -1% | 4 | 0% | -0.6%
O=C(CSc1nnc2ccccn12)NC(=O)c1ccccc1Cl | 2% | · | · | · | 6% | · | -19% | -8% | 15 | 40% | -0.1%
Cc1c(C(=O)Nc2cccc(N(C)S(C)(=O)=O)c2)cccc1[N+](=O)[O-] | -4% | ? | 5% | -2 | -2% | 3% | -6% | -1% | -26 | 11% | 0.3%
CC(=O)c1cccc(NC(=O)c2ccc3ccccc3c2)c1 | -9% | -1% | 31%[activator] | -4 | -6% | 0% | -1% | -4% | 4 | 0% | -1.1%
C=CCN=C1CC(C)(C)CC(=O)/C1=C(/O)CCC(=O)OC | 2% | 1% | 17% | 2 | -1% | -2% | -1% | -3% | -18 | 5% | 0.5%
CCN(c1ccccc1)S(=O)(=O)c1ccc(Cl)c(C(=O)N(CC2CCCO2)C2CCS(=O)(=O)C2)c1 (stereo unspecified) | 1% | -2% | -6% | 2 | 5% | 0% | 12% | 0% | 13 | -12% | 0.1%
O=C(Nc1nc(-c2ccc(S(=O)(=O)N3CCCCCC3)cc2)cs1)c1ccccc1 | 0% | -13% | ? | 0 | -6% | 0% | -1% | -4% | -4 | 10% | -0.3%
COc1ccc(NC(=O)Cc2cccs2)c(OC)c1 | -10% | -6% | 0% | 0 | 2% | 4% | 4% | -6% | 10 | 1% | -1.0%
COc1ccccc1N(C(=O)c1snc(C(N)=O)c1N)C(C(=O)NC1CCCC1)c1ccc(N(C)C)cc1 (stereo unspecified) | -10% | 7% | ? | -3 | 57%[activator] | 14% | -8% | -5% | -5 | -26% | -0.4%
CCCN(CC1CC1)C(=O)CSc1nnc(-c2ccco2)n1N | 4% | -6% | -3% | 0 | · | -2% | 3% | · | · | · | -0.2%
Cc1nn(C)c(C)c1S(=O)(=O)NCCc1ccc(Cl)cc1 | 1% | 2% | 9% | 4 | -2% | -3% | 1% | -9% | 25 | 28% | -0.2%
Cc1cccnc1NC(=S)NCc1ccco1 | ? | -4% | -4% | 3 | 2% | 1% | -7% | -1% | 9 | -24% | ?
CCOC(=O)c1c(NC(=S)NC(=O)c2cnn(CC)c2)sc2c1CCC(C)C2 (stereo unspecified) | 1% | -6% | 14% | -1 | 3% | 3% | 0% | -6% | 10 | 8% | -0.4%
C=CCn1c(=N)c(C#N)cc2c(=O)n3ccccc3nc21 | 5% | -3% | 3% | 0 | 62%[activator] | 0% | -2% | -6% | 2 | 5% | -0.3%
Cc1ccc(-c2csc(/C(C#N)=C/Nc3ccc4c(c3)OCCO4)n2)cc1 | -3% | 0% | 0% | 1 | 8% | 0% | 0% | 0% | 24 | -15% | -0.4%
Oc1ccccc1-c1cncn1Cc1ccccc1 | 6% | · | 5% | -1 | 5% | -1% | 0% | 0% | 16 | -26% | 0.2%
CCCCCCn1c(SCCN2CCOCC2)nc2c1c(=O)[nH]c(=O)n2C | ? | 9% | 2% | -2 | 1% | 1% | -2% | -7% | 11 | 18% | -0.8%
COc1ccc(CCNC(=O)CSc2nc(C)nc3c2oc2ccccc23)cc1OC | 4% | 3% | -21% | 1 | 0% | 0% | -2% | -2% | -1 | -15% | -0.2%
O=C(NC1CCN(S(=O)(=O)c2cccc([N+](=O)[O-])c2)CC1)C1CCCCC1 | 0% | 4% | ? | -2 | 10% | 15% | -15% | -2% | -13 | 10% | 0.7%
CC(=O)C(Sc1ccc2nnc(-c3ccncc3)n2n1)C(C)=O | 17% | 10% | 10% | -1 | 3% | 0% | 0% | -5% | 2 | 4% | -0.9%
CCOC(=O)C1CCN(C(=O)CC2(CC(=O)O)CCCC2)CC1 | ? | · | · | 0 | 1% | 1% | 3% | 0% | 2 | 0% | 0.3%
CCCCNC(=S)Nc1cccc(S(=O)(=O)NC2=NCCC2)c1 | -5% | · | · | · | 1% | · | 5% | 2% | 9 | 6% | -0.4%
COc1ccccc1NC(=O)c1ccc(C(=O)c2ccccc2)o1 | ? | -36% | 31%[activator] | 0 | -2% | -3% | -2% | -1% | -15 | -3% | 0.0%
Cc1ccc(OCC(=O)N2CCN(c3ccc([N+](=O)[O-])c(N4CCOCC4)c3)CC2)cc1 | -1% | 2% | -11% | 1 | -24% | 1% | -7%[0.46 µM] | -5% | -20 | -2% | -0.3%
C=CCN(c1ccccc1)S(=O)(=O)c1cccc(C(=O)Nc2nnc(SCC)s2)c1 | ? | 0% | 5% | 10 | -11% | 1% | 0% | 1% | 4 | -3% | -0.9%
CC(=O)Nc1ccc(NC(=O)c2c(C)nn(-c3ccccc3)c2Cl)cc1C | 4% | 1% | -2% | -1 | 1% | -4% | 4% | -6% | 2 | 10% | 0.3%
CNC(=O)CSCc1cnn(-c2ccccc2)c1-n1cccc1 | 13% | -1% | 1% | 4 | 4% | 0% | 0% | -1% | -16 | 0% | 0.1%
O=C(Nc1cc(C(F)(F)F)ccc1-n1cncn1)C1CC1 | -12% | · | · | · | 0% | · | 2% | -10% | -2 | -35% | -0.6%
CC1CCCC(NC(=O)COC(=O)c2cccc(S(=O)(=O)N3CCCCC3)c2)C1C (stereo unspecified) | -7% | · | · | · | 2% | · | 0% | -7% | -17 | 1% | 0.0%
CCOc1ccccc1NC(=O)CCc1nnc2ccc(N3CCC4(CC3)OCCO4)nn12 | 5% | 3% | -15% | -3 | 8% | 7% | -2% | 50%[activator] | 28 | 8% | -0.7%
CCN1CCN(CC(=O)Nc2ccc(C)cc2C)C(=O)C1=O | 9% | -4% | -6% | 1 | 1% | 2% | 2% | -4% | 12 | 7% | -0.1%
O=S(=O)(c1ccc(-c2csc(-c3cccnc3)n2)cc1)N1CCOCC1 | -1% | -3% | -12% | 1 | 2% | 5% | -4% | 0% | -15 | 9% | -0.7%
Cc1cccc(C)c1NC(=O)Cn1cc(C=O)c2ccccc21 | -1% | 1%[11.5 µM] | -22% | 1 | -1% | -2% | -11% | -2% | 17 | -6% | -1.7%
NC(=O)c1cn(-c2ccccc2)nc1-c1cc2ccccc2oc1=O | -3% | -7% | -4% | 0 | 4% | 0% | 1% | -5% | 10 | -22% | -0.2%
O=C(NCC1COCCO1)c1cc(COc2c(F)cccc2F)on1 (stereo unspecified) | ? | -2% | · | · | 2% | 2% | -7% | · | 30[activator] | 40% | -0.2%
COc1cccc(COC(=O)c2ccc3c(c2)NC(=O)C(C)S3)c1OC (stereo unspecified) | 5% | · | · | · | -3% | · | 0% | -4% | 43[activator] | 6% | 0.0%
